Bioassay records from PubChem.
TDP-43 yeast inh – rescues yeast growth from TDP-43 toxicity; TDP-43 expressing yeast growth rescue, BacTiter-Glo, 24 h; Potency, µM (titrated, usually from 46.1 µM), inactives show at the highest dose growth rescue (activation), most hits filed as activators; actives 1.8% (n = 410,000); note: potency is the fitted concentration of half-maximal effect; % of control where 0% means no effect; nearly all actives have a fitted effect of over 50% in size
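Yeast cells expressing TDP-43 under galactose induction are exposed to compounds for 24 hr at 30 deg C. BacTiter-Glo luminescence measures growth, so protective compounds score as activators.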
FUS suppressor – suppressors of FUS proteinopathy in yeast | S. cerevisiae FUS-expressing, growth rescue, OD600, 24 h | Potency, µM (top dose mostly 76.6 µM), inactives show at the top dose growth rescue (activation), hits mostly activators | actives 0.24% (n = 390,000) | AID 1347120;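 note: potency is the fitted concentration of half-maximal effect; plate controls were DMSO vehicle for no effect and reference control for full effect; nearly all actives have a fitted effect of over 55% in size; some results filed as inactive show a strong effect at the top dose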
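Galactose (2%) drives FUS expression in yeast precultured in raffinose; seeding density OD 0.005. Test compounds incubated 24hr at 30C and 99% humidity before absorbance at 600 nm was measured.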
HEK293 tox – cytotoxicity in counter-screen for GLP-1R inverse agonists; HEK293 cAMP-luciferase reporter cells, luminescence, 24 h; Potency, µM (top dose mostly 38.3 µM), inactives show at the top dose activity change, negative = inhibition, hits mostly inhibitors; actives 0.13% (n = 410,000);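 note: loss of luciferase light is scored as toxicity; potency is the fitted concentration of half-maximal effect; % is set by controls: 0 for no effect and ±100 for the full control effect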
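MLSMR compounds, 24 hr on cells at 37 deg C/5% CO2; luminescence after luciferase reagent (12 min RT). Inhibition counted as the undesired cytotoxic outcome.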
Abeta yeast res – restores growth of yeast expressing A-beta42 peptide; actives 0.063% (n = 410,000); yeast expressing A-beta42, growth rescue, OD600, 48 h; response scale: 0% DMSO, 100% iron-clioquinol control; Potency, µM (titrated, usually from 46.1 µM), inactives show at the highest dose growth rescue, usual class: activators; note: potency is the fitted concentration of half-maximal effect; nearly all actives have a fitted effect of over 55% in size
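Yeast growth medium received pinned compounds, then yeast cells expressing toxic A-beta were added; plates incubated at 30 C for 48 hr. Growth read as absorbance at 600 nm, normalized to DMSO and equimolar FeCl3 plus clioquinol controls.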
Mm-Cpn inhibitor – inhibitors of Methanococcus maripaludis chaperonin (MmCpn) | purified Mm-Cpn ATPase, ADP Transcreener TR-FRET | Potency, µM (highest dose often 76.9 µM), inactives show at the highest dose activity, negative = inhibition, most hits filed as inhibitors | actives 0.031% (n = 330,000) | AID 504842; note: potency is the fitted concentration of half-maximal effect; % is set by controls: 0 for no effect and ±100 for the full control effect; nearly all actives have a fitted effect of over 80% in size
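Eu-cryptate anti-ADP/ADP-d2 competition gives a ratio inversely related to ADP. Enzyme at 25 nM was pre-exposed to compound for 10 min, then given 10 uM ATP for 30 min, 37°C throughout.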
pAkt inh – blocks phosphorylation of Akt. Neuro2A IGF-stimulated pAkt S473 HTRF, 20 min; hits give low values. activity change, % for hits at 50 µM. actives 0.32% (n = 360,000); in the data active = activity change below about -80%; inconclusive = mostly about -51% to -80%; note: % is set by controls: 0 for no effect and ±100 for the full control effect
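Neuro2A cells (4,500/well, DMEM with 0.5% FBS) were treated with compound at a single 50 µM final concentration, stimulated with 6 nM IGF for 20 min at 37 °C, and lysed. Phospho-Akt Ser473 was read by HTRF as 665/615 ratio ×10^4.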
GLP-1R inv ag – inverse agonists of human GLP-1 receptor | Potency, µM (highest dose often 38.3 µM), for inactives: top-dose activity change, negative = inhibition, most hits filed as inhibitors | P43220 | HEK293 GLP-1R CRE-luciferase, luminescence, 24 h; GLP-1R form is constitutively active | actives 1.6% (n = 410,000) | AID 624417; note: potency is the fitted concentration of half-maximal effect; % is set by controls: 0 for no effect and ±100 for the full control effect; nearly all actives have a fitted effect of over 55% in size
Target sequence (P43220 whole entry, looked up): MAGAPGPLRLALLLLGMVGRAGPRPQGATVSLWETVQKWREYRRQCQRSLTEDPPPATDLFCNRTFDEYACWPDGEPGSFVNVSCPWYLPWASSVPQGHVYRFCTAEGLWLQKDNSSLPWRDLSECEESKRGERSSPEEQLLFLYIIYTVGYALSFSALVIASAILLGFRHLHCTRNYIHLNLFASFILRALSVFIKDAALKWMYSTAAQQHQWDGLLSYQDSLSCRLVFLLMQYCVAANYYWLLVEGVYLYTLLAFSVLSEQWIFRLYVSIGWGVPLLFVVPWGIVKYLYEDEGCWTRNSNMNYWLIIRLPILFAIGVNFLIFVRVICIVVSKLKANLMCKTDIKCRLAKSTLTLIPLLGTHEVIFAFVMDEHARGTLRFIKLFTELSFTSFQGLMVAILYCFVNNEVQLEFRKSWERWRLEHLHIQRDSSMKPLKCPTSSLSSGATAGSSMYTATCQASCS
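GLP-1R inverse agonism mode: basal reporter luminescence in engineered HEK293 cells measured after one day of compound exposure at 37 deg C, with a 12 min room-temperature detection step.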
aSyn yeast inh – inhibitors of alpha-synuclein toxicity in yeast | Yeast expressing alpha-synuclein, growth rescue, BacTiter-Glo, 24 h | Potency, µM (doses to about 46.1 µM), inactives show at the top dose growth rescue (activation), actives largely listed as activators | actives 0.14% (n = 370,000) | AID 652106; note: potency is the fitted concentration of half-maximal effect; % of control where 0% means no effect; nearly all actives have a fitted effect of over 65% in size
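Galactose-induced alpha-syn yeast (OD600=0.02, raffinose-pregrown) + pinned cpd, 24 hr, 30 deg C; growth by BacTiter-Glo luminescence. Growth restoration scores as activation.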
PTHR1 agonist – activates the human parathyroid hormone receptor PTHR1; Q03431; HEK293 GP2 PTHR1 cells, GloSensor cAMP luminescence, 1 h; Potency, µM (top dose mostly 115 µM), for inactives: top-dose activation, hits mostly activators; actives 0.075% (n = 410,000); AID 743266; note: potency is the fitted concentration of half-maximal effect; nearly all actives have a fitted effect of over 55% in size; some results filed as inactive show a strong effect at the top dose; inactives centre near -15; many of its hits are not listed in these tables
Target sequence (Q03431 whole entry, looked up): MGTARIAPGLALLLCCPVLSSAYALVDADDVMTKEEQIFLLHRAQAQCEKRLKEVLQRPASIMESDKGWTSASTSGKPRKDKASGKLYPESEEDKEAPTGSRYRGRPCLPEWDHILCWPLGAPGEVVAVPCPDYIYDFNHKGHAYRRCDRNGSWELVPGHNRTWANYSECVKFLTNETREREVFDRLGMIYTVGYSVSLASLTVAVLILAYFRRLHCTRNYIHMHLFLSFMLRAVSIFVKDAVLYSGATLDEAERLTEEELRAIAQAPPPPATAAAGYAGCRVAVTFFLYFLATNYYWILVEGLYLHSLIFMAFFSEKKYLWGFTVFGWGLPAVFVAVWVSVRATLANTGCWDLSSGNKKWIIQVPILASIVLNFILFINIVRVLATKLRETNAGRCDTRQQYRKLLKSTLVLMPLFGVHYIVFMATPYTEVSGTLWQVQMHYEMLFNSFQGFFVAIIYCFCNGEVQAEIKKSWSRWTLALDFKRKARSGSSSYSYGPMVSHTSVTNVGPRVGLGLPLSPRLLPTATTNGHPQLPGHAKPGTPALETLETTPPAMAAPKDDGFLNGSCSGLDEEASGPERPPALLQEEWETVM
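HEK-293-derived GP2 cells expressing PTHR1 and a GloSensor cAMP reporter, 3,000/well, plated overnight, given luciferin plus IBMX (each 0.5 mM as added) for 1 h at 37 °C, then compound for 1 h at 37 °C. Luminescence was read after 15 min at room temperature.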
* = called active by the depositor; i = inactive; ? = inconclusive; / = not tested or not shown; [ ] = another dose, or the depositor's remark. Unless noted, calls come from the whole dose curve; as a rule, active = well fitted curve in the direction sought with a large enough effect; inconclusive = small, poorly fitted or top-dose-only effect, or another doubt; inactive = no such curve, though single readings can be large; an effect the other way counts as inactive or inconclusive. Some of the compounds tested (hit frequency here may not be typical).

1. O=C(Nc1ccc([N+](=O)[O-])cc1)c1cncc(Br)c1
2. N#Cc1ccc(C(=O)NCC(c2ccco2)N2CCCC2)cc1 (configuration not stated)
3. CC(=O)Nc1ccc(S(=O)(=O)N2CCN(C(=O)N3CCCC3)CC2)cc1
4. CCC(=O)Nc1ccc(N2CCN(S(C)(=O)=O)CC2)cc1
5. Cc1ccc(N2C(=O)C3CC(c4ccccc4)=C4C5C=CC(C6C(=O)N(c7ccc(C)cc7)C(=O)C56)C4C3C2=O)cc1 (configuration not stated)
6. Cc1ccc(NC(=O)c2ccc(S(=O)(=O)N3CCOCC3)cc2)c(C)c1
7. CCN1CCN(c2cc(C(C)(C)C)nc3c(-c4ccccc4)c(C)nn23)CC1
8. CC(=O)Nc1ccc(C=NN=C2c3ccccc3-c3ccccc32)cc1
assay / compound	1	2	3	4	5	6	7	8
TDP-43 yeast inh	18%	-4%	-8%	4%	-9%	0%	-20%	9%
FUS suppressor	-4%	19%	-8%	/	?	1%	-3%	/
HEK293 tox	-1%	11%	10%	-2%	-13%[1.53 µM]	-2%	?	-30%
Abeta yeast res	1%	-6%	-10%	9%	15%	-7%	3%	1%
Mm-Cpn inhibitor	-3%	0%	1%	2%	-28%	-1%	0%	/
pAkt inh	i	i	i	i	i	i	i	i
GLP-1R inv ag	-29%	9%	9%	2%	-15%	4%	?	-18%
aSyn yeast inh	2%	-10%	0%	-5%	4%	3%	-9%	-2%
PTHR1 agonist	-34%[inhibitor]	i	-16%	i	i	i	i	-91%[inhibitor]

9. COc1ccc(NC(=O)CCCn2cc([N+](=O)[O-])cn2)cc1
10. O=C(COc1ccccc1)N1CCN(C(=O)c2cccc(F)c2)CC1
11. O=C(NC(=S)NC1CCSC1=O)c1ccccc1F (configuration not stated)
12. COC(=O)c1ccc(Cl)c(NC(=O)Cc2ccccc2[N+](=O)[O-])c1
13. O=C(Nc1ccc([N+](=O)[O-])cn1)C1CC2CCC1C2 (configuration not stated)
14. CCC(NC(=O)Nn1cnnc1)(C(F)(F)F)C(F)(F)F
15. Cc1ccc(NC(=O)C(C)OC(=O)C2CC3CCCC(C2)C3=O)cc1S(=O)(=O)N1CCOCC1 (configuration not stated)
16. N/C(=N\OC(=O)Cc1ccccc1)c1ccccn1
assay / compound	9	10	11	12	13	14	15	16
TDP-43 yeast inh	7%[9.22 µM]	-14%	20%	-4%	27%	21%	21%	7%
FUS suppressor	7%	-9%	/	/	-11%	14%	/	-13%
HEK293 tox	-4%	-1%	2%	-25%	2%	0%	-13%	-2%
Abeta yeast res	-8%	0%	-13%	-8%	2%	6%	-6%	24%
Mm-Cpn inhibitor	0%	1%	1%	0%	1%	0%	/	0%
pAkt inh	i	i	i	i	i	i	i	i
GLP-1R inv ag	6%	3%	0%	-2%	-15%	12%	6%	39%[activator]
aSyn yeast inh	11%	-8%	0%	-5%	-9%	0%	0%	-3%
PTHR1 agonist	i	-42%[inhibitor][57.5 µM]	i	i	i	-6%[57.5 µM]	i	i

Structural class: the entries above containing fluorine
10. O=C(COc1ccccc1)N1CCN(C(=O)c2cccc(F)c2)CC1
11. O=C(NC(=S)NC1CCSC1=O)c1ccccc1F (configuration not stated)
14. CCC(NC(=O)Nn1cnnc1)(C(F)(F)F)C(F)(F)F
assay / compound	10	11	14
TDP-43 yeast inh	-14%	20%	21%
FUS suppressor	-9%	/	14%
HEK293 tox	-1%	2%	0%
Abeta yeast res	0%	-13%	6%
Mm-Cpn inhibitor	1%	1%	0%
pAkt inh	i	i	i
GLP-1R inv ag	3%	0%	12%
aSyn yeast inh	-8%	0%	0%
PTHR1 agonist	-42%[inhibitor][57.5 µM]	i	-6%[57.5 µM]

Following part.
17. CCCCCNC(=O)C1CCC(Cn2c(=O)c3sccc3n(CC(=O)NCc3cccc(OC)c3OC)c2=O)CC1 (configuration not stated)
18. NC(=O)C1CCN(c2ccc(S(=O)(=O)N3CCCCC3)cc2[N+](=O)[O-])CC1
19. CCCCn1c(N)c(N(CCOC)C(=O)c2ccc(Cl)c(S(=O)(=O)N3CCCC3)c2)c(=O)[nH]c1=O
20. CN(c1ccccc1)S(=O)(=O)CS(=O)(=O)N(C)c1ccccc1
21. O=C(COC(=O)c1ccc[nH]c1=O)NCCc1ccc(F)cc1
22. COc1ccc(NS(=O)(=O)c2cccc(C(=O)NCC3(N(C)C)CCCCC3)c2)cc1
23. Cc1ccccc1OCCC(=O)OCC(=O)c1c(N)n(CC(C)C)c(=O)n(C)c1=O
24. COc1cc(C(=O)NC(=S)Nc2ccc3ccccc3c2)cc(OC)c1OC
assay / compound	17	18	19	20	21	22	23	24
TDP-43 yeast inh	14%	0%	2%	9%	12%	21%	-4%	0%
FUS suppressor	20%	3%	15%	/	-5%	9%	30%	11%
HEK293 tox	2%	-3%	7%	7%	17%	1%	-1%	?
Abeta yeast res	-4%	-8%	-19%	-6%	-11%	-1%	3%	1%
Mm-Cpn inhibitor	/	-3%	0%	/	0%	1%	/	/
pAkt inh	/	i	i	i	i	i	i	i
GLP-1R inv ag	10%	3%	25%	-10%	16%	?	?	?
aSyn yeast inh	/	-5%	3%	0%	-1%	0%	13%	-6%
PTHR1 agonist	i	-14%	i	i	i	i	-30%	i

25. CCc1ccccc1N1CC(c2nnc(NC(=O)c3ccco3)s2)CC1=O (configuration not stated)
26. COc1ccc(CCN2C(=S)N(c3ccccc3)C(=O)C2CC(=O)O)cc1OC (configuration not stated)
27. Cc1cccc(C)c1NC(=O)COC(=O)[C@@H]1CCCN1C(=O)c1cccs1
28. CC(=O)N1c2ccc(S(=O)(=O)NCCC(=O)Nc3ccc(OC(F)(F)F)cc3)cc2CC1C (configuration not stated)
29. O=C(NC(=S)Nc1ccccc1)c1cc([N+](=O)[O-])ccc1N1CCOCC1
30. O=C(NCCc1ccccc1)c1cccc(NC(=O)C2CCC2)c1
31. CCNC(=S)N(CCN(C)C)Cc1cc2cc3c(cc2[nH]c1=O)OCO3
32. CC(CNS(=O)(=O)c1ccccc1)(c1ccccc1)N1CCCCC1 (configuration not stated)
assay / compound	25	26	27	28	29	30	31	32
TDP-43 yeast inh	29%[9.22 µM]	4%	-6%	2%	18%	10%	19%	7%
FUS suppressor	-2%	-24%	3%	9%	/	-22%	1%	-21%
HEK293 tox	81%[activator]	-1%	-2%	-9%	15%	-8%	-1%	2%
Abeta yeast res	2%	-10%	15%	6%	-4%	-1%	-6%	1%
Mm-Cpn inhibitor	/	0%	1%	?	0%	/	0%	0%
pAkt inh	/	i	i	i	i	i	i	i
GLP-1R inv ag	11%	21%	6%	-15%	-3%	0%	13%	?
aSyn yeast inh	/	5%	2%	7%	-6%	2%	3%	5%
PTHR1 agonist	i	15%	i	i	0%	-35%[inhibitor]	-24%	i

33. CC(Oc1ccc(Cl)cc1)/C(N)=N/O (configuration not stated)
34. CCOc1ccc(C(=O)c2oc3ccccc3c2NC(=O)c2cc(-c3ccc(C)cc3)on2)cc1
35. Nn1c(=O)c2ccccc2n2c(SCc3ccc(C(F)(F)F)cc3)nnc12
36. O=C(O)Cc1sc(Nc2ccccc2)nc1-c1ccc(Cl)cc1
37. Cc1cc(OCC(=O)NC2CCN(C)CC2)ccc1[N+](=O)[O-]
38. Nc1nc(CSc2ccccc2)nc(N2CCCCC2)n1
39. CCCN(CC(=O)Nc1ccccc1C)C(=O)COc1ccc2c(c1)CCC2
40. CCCCNc1c(-c2ccc(OC)c(Sc3ccc(OC)cc3)c2)nc2ccccn12
assay / compound	33	34	35	36	37	38	39	40
TDP-43 yeast inh	-8%	14%	4%	12%	/	-18%[0.397 µM]	16%	-34%[inhibitor]
FUS suppressor	24%	11%	-1%	24%	7%	13%	21%	?
HEK293 tox	24%	8%	-3%	16%	-3%	-1%	-5%	?
Abeta yeast res	-9%	-25%	-8%	28%	9%	?	13%	-72%[inhibitor]
Mm-Cpn inhibitor	2%	/	0%	-3%	2%	0%	1%	-3%
pAkt inh	i	/	i	i	i	i	i	i
GLP-1R inv ag	10%	5%	-14%	-24%	?	?	?	?
aSyn yeast inh	-7%	/	4%	6%	-8%	16%	1%	-56%[inhibitor]
PTHR1 agonist	i	-13%	i	i	i	-24%	i	-92%[inhibitor]

41. CC(NC(=O)COC(=O)CNS(=O)(=O)/C=C/c1ccccc1)c1ccccc1 (configuration not stated)
42. Cc1ccc(C(=O)Nc2ccc(S(=O)(=O)Nc3cnc4ccccc4n3)cc2)cc1
43. Oc1ccccc1N1CCN(CC(O)COC2CCCc3ccccc32)CC1 (configuration not stated)
44. O=C(Nc1cc(S(=O)(=O)N2CCCCC2)ccc1Cl)c1ccncc1
45. CCCCNC(=O)C1Cc2cc(S(=O)(=O)N3CCCC3)ccc2N1C(C)=O (configuration not stated)
46. O=C(CSc1nc2cccnc2n1Cc1ccccc1)N1CCCC1
assay / compound	41	42	43	44	45	46
TDP-43 yeast inh	-10%	-17%	-5%	16%	5%	-3%
FUS suppressor	-19%	32%	-28%	8%	2%	14%
HEK293 tox	7%	-5%	-15%	4%	0%	-29%
Abeta yeast res	-10%	1%	4%	-4%	2%	-16%
Mm-Cpn inhibitor	-1%	0%	-2%	0%	0%	-4%
pAkt inh	i	i	i	i	i	i
GLP-1R inv ag	25%	9%	?	-2%	4%	-2%
aSyn yeast inh	0%	1%	1%	7%	6%	1%
PTHR1 agonist	-26%	-32%[inhibitor]	i	i	i	-8%[57.5 µM]

Copied from the list.
Under Abeta yeast res, cpd 10 reads 0%
Under TDP-43 yeast inh, cpd 30 reads 10%
